# Bioassay records as filed in PubChem BioAssay.
# A-T KAP1 phos = qHTS Assay for Identifying a Potential Treatment of Ataxia-Telangiectasia | hit rate 0.19% among 320,000 | […] A-T fibroblasts, KAP-1 phosphorylation AlphaLISA; neocarzinostatin DNA damage 30 min before lysis | Potency, µM (titrated, usually from 57.5 µM), inactives show top-dose activation, hits mostly activators; note: potency is the fitted concentration of half-maximal effect; % of control where 0% means no effect; nearly all actives have a fitted effect of over 45% in size
#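 hTERT-immortalized A-T patient fibroblasts ([…]), 500 cells/well in OPTI-MEM, 1% FBS, got compounds for 60 min, then NCS for 30 min at 37C. Lysates were then assayed for phospho-KAP-1 by AlphaLISA (anti-pKAP1 donor, anti-KAP1 acceptor beads), 6 hr at 25C.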
# S-ASM inh = Inhibitors of Secretory Acid Sphingomyelinase (S-ASM): qHTS; placental ASM, HMU-PC fluorogenic substrate, 60 min; Sphingomyelin phosphodiesterase (Homo sapiens), P17405; hit rate 0.006% among 340,000; Potency, µM (top dose mostly 57.5 µM), inactives show at the highest dose activity change, negative = inhibition, usual class: inhibitors; note: potency is the fitted concentration of half-maximal effect
# Target sequence (P17405 47-631 limits assumed): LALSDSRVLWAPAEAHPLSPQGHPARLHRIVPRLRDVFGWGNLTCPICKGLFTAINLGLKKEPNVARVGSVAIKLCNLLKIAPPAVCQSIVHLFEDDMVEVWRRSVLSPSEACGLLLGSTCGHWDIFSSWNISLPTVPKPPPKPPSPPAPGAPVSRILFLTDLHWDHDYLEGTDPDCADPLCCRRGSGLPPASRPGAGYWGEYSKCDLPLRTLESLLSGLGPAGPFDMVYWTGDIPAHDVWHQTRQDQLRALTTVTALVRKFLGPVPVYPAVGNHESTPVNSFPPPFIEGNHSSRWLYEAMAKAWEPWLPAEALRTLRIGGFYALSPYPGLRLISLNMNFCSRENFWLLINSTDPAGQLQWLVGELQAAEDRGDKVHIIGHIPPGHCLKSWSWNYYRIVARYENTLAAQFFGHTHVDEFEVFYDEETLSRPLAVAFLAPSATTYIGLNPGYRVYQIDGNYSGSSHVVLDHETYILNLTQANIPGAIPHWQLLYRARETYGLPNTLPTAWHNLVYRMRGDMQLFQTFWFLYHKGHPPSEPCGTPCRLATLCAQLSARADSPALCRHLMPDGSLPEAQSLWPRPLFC
#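 qHTS format. ASM enzyme prepared from human placenta hydrolyses the fluorogenic substrate HMU-PC0 (9 uM final) over 60 min at 37 °C after a 10 min compound preincubation.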
# TCR activator = Activators of T cell receptors: qHTS campaign; primary human leukocytes, anti-CD3, IL-2 HTRF, 48 h; Potency, µM (top dose mostly 9.22 µM), for the others: at the top dose activation of IL-2 secretion, actives largely listed as activators; 330,000 tested, under 10 active; AID 504894, 2011; note: % of control where 0% means no effect
#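 Human primary leukocytes + a-CD3 beads + cpd, 48 hr; IL-2 in supernatant by HTRF (ex 320nm / em 665nm). No co-stimulatory signal supplied.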
# BCR signal inh = qHTS Assay to Find Inhibitors of Chronic Active B-Cell Receptor Signaling. ABC-DLBCL IkBa-CBG/CBR reporter, luminescence ratio, 4 h. Potency, µM (highest dose often 46.1 µM), inactives show top-dose ratio change, negative = lower green/red ratio, hits mostly inhibitors. hit rate 0.05% among 340,000; active = well fitted inhibition curve with a large enough effect in the signal ratio, with a control signal flat, not every such curve was filed as active; inconclusive = small, poorly fitted or top-dose-only effect, or effect the other way, or a change in a side signal; the % refers to the signal ratio;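 note: potency is the fitted concentration of half-maximal effect; plate controls were basal doxycycline-induced cells for no effect and cells given 10 µM MG132 for full effect; MG132 reads +100%, hits lower the ratio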
#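 Compounds up to 46 uM were incubated four hours with TMD8 cells whose green CBG68 luciferase is fused to IkappaBalpha; red CBR luminescence normalised the signal, and concentration-effect curves were fitted to fusion, red and ratio data.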
# PTAP TSG101 blk = qHTS Assay for Iinhibitors of HIV-1 Budding by Blocking the Interaction of PTAP/TSG101; Fluorescence polarization, FITC-PTAP peptide / Tsg101 binding; Potency, µM (top dose mostly 115 µM), for inactives: at the top dose activity change, negative = inhibition, actives largely listed as inhibitors; 340,000 tested, under 10 active; AID 493005, 2010; active = well fitted inhibition curve with a large enough effect in the main read-out, with a control signal flat, not every such curve was filed as active; inconclusive = small, poorly fitted or top-dose-only effect, or effect the other way, or a change in a side signal; inactive = no such curve, though single readings can be large or run the other way; note: potency is the fitted concentration of half-maximal effect; % of control where 0% means no effect
#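 Tsg101 binding domain (10 uM final) was mixed with compound and a FITC-labeled PTAP peptide (50 nM final) in HEPES pH 7.5 buffer with NaCl, Tween 20, EDTA and TCEP; fluorescence polarization was read after 20 min at r.t.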
# TSHR antagonist = Antagonists of the Thyroid Stimulating Hormone Receptor: HTS campaign. TSHR-expressing cells, TSH-stimulated cAMP HTRF, 2 h; active compounds read low. activity change, negative = inhibition, % at 11.5 µM. hit rate 0.2% among 330,000. AID 504810, 2011;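 active = activity change below a set negative limit, meaning inhibition stronger than a set level, cut at about -70% in these data; inconclusive = activity change between two set negative limits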; note: % is set by controls: 0 for no effect and ±100 for the full control effect
#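 TSHR-expressing cells were treated with compounds, then stimulated with TSH at EC80 (4nM final) for 2 hours at 37 deg C. Cellular cAMP was measured by HTRF competition between lysate cAMP and cAMP-d2 for a cryptate-labelled anti-cAMP antibody.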
# Eya2 phos inh = qHTS Assay for Inhibitors of the Phosphatase Activity of Eya2; Protein phosphatase EYA2 (Homo sapiens), O00167; recombinant Eya2, OMFP fluorescence dephosphorylation (OMFP is methylfluorescein phosphate); Potency, µM (doses to about 76.9 µM), for inactives: at the top dose activity, negative = inhibition, most hits filed as inhibitors; hit rate 0.006% among 330,000; AID 488837, 2010; note: potency is the fitted concentration of half-maximal effect; % is set by controls: 0 for no effect and ±100 for the full control effect
#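 Eya2 (0.2 uM) preincubated 10 min at ambient with compound, then OMFP substrate added at 50 uM; 10 min reaction in 50 mM HEPES pH 7.5, 50 mM NaCl, 5 uM MgCl2, 0.05% BSA, 1 mM DTT. Fluorescence read at Ex 485/Em 525 nm.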
# ELG1 DNA repair = qHTS screen for small molecules that inhibit ELG1-dependent DNA repair in human embryonic kidney (HEK293T) cells expressing luciferase-tagged ELG1; HEK293T ELG1-luciferase reporter, luminescence, 16 h; DNA damage induced by 5-fluorouridine; Potency, µM (titrated, usually from 46.1 µM), for the others: at the highest dose activity change, negative = inhibition, actives largely listed as inhibitors; hit rate 2.3% among 330,000; note: potency is the fitted concentration of half-maximal effect; % is set by controls: 0 for no effect and ±100 for the full control effect; nearly all actives have a fitted effect of over 55% in size
#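 Quantitative HTS, concentration-response format. 2,000 cells/well co-treated with 5-fluorouridine and compound, 16 hr in 5% CO2 at 37 °C; ONE-Glo luminescence read after 30 min.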
# Mito fusion yeast = qHTS Assay for Small Molecule Inhibitors of Mitochondrial Division or Activators of Mitochondrial Fusion; S. cerevisiae fusion-defective mutant growth rescue, CellTiterGlo 48 h; Potency, µM (series often up to 46.1 µM), for the others: at the top dose growth rescue (activation), actives largely listed as activators; hit rate 0.23% among 320,000; AID 485298, 2010;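 note: potency is the fitted concentration of half-maximal effect; % of control where 0% means no effect; nearly all actives have a fitted effect of over 45% in size; temperature-sensitive fusion mutants such as fzo1-1 at 37 °C on non-fermentable ethanol glycerol medium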
#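 Compounds are tested for their ability to restore growth of mitochondrial fusion-defective yeast strains at non-permissive 37C in YPEG medium over 48 hours. Viability is quantified by luciferase luminescence.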
# Integrin act MD = qHTS for Activators of Integrin-Mediated Alleviation for Muscular Dystrophy | alpha7betagal myoblasts, beta-gal FDG fluorescence, 48 h | Potency, µM (highest dose often 38.3 µM), without a hit: at the highest dose activation, usual class: activators | hit rate 0.064% among 350,000;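 note: potency is the fitted concentration of half-maximal effect; 100% = response of the positive control SU9516; nearly all actives have a fitted effect of over 60% in size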
#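 alpha7betagal+/- myoblasts (passage 13, 250/well) treated 48 h at 37C with compounds at 1:260 dilution of DMSO stock. Lysed, then beta-galactosidase activity read as FDG fluorescence (ex 480/em 540) after 30 min, with pre-read for autofluorescence.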
# Tb PFK inh = qHTS Assay to Find Inhibitors of T. brucei phosphofructokinase | Potency, µM (highest dose often 57.5 µM), without a hit: at the highest dose activity, negative = inhibition, actives largely listed as inhibitors | hit rate 0.17% among 330,000 | T. brucei PFK, ADP-Glo luminescence | ATP-dependent 6-phosphofructokinase (Trypanosoma brucei brucei), O15648;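 note: potency is the fitted concentration of half-maximal effect; 0% = uninhibited 1x PFK enzyme wells and -100% = no-enzyme wells; nearly all actives have a fitted effect of over 60% in size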
# Target sequence (O15648 whole entry, looked up): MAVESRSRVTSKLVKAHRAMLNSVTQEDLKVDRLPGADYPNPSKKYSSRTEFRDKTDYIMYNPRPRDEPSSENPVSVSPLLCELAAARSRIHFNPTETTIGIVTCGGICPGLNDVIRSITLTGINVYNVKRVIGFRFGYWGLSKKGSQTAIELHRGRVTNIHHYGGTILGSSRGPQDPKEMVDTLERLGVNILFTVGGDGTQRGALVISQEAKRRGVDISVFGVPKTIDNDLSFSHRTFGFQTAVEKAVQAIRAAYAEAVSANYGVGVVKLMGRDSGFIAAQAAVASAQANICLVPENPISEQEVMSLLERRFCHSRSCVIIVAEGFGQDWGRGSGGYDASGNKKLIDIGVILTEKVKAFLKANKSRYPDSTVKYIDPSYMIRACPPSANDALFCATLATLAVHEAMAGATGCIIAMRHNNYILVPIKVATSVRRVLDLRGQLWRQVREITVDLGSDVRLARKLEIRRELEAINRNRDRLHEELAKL
#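 1.25 nM PFK with 0.5 mM F6P and 0.1 mM ATP in 0.1 M TEA pH 8.0, 5 mM MgCl2, incubated 45 min at room temperature; ADP measured by ADP-Glo luminescence; compounds titrated up to 57 uM.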
# Starred values were filed as active, the others as inactive; ? = inconclusive; nt = not tested or not shown; [ ] = another dose, or the depositor's remark. Unless noted, calls come from the whole dose curve; as a rule, active = well fitted curve in the direction sought with a large enough effect; inconclusive = small, poorly fitted or top-dose-only effect, or another doubt; inactive = no such curve, though single readings can be large; an effect the other way counts as inactive or inconclusive. Compounds as they come; about 3.2% have a hit in one of these screens.
SMILES,A-T KAP1 phos,S-ASM inh,TCR activator,BCR signal inh,PTAP TSG101 blk,TSHR antagonist,Eya2 phos inh,ELG1 DNA repair,Mito fusion yeast,Integrin act MD,Tb PFK inh
Cc1ccc(-n2ncc3c(=O)n(CC(=O)N4CCN(C(=O)c5ccco5)CC4)cnc32)cc1,-4%,-1%,1%,?,-6%,-2,-1%,-4%,1%,-29%,1%
O=S(=O)(O)c1nc2ccccc2n1CCOc1ccccc1,4%,6%,3%,?,-2%,16,-13%,2%,1%,0%,2%
CC(C)N(C)CCOC(=O)c1ccccc1Cl,3%,3%,-3%[46.1 µM],?,3%,-10,-4%,8%,-5%,-28%,-7%
CC1(c2ccccc2)CC(C)(C)N(C(N)=O)c2ccccc21 (stereo not given),-2%,2%,nt,?,0%,68,-10%,-5%,6%,?,-19%
CCOc1ccc(N(CC(=O)NC(C)CC)S(C)(=O)=O)cc1 (stereo not given),11%,2%,0%,2%,-3%,10,-3%,1%,1%,29%,-1%
Cc1cc(/C=N\NC(=O)CC(=O)NC2CCCCC2)c(C)n1-c1ccc(Cl)c(Cl)c1,8%,-15%,1%,17%,-6%,13,4%,-8%,-2%,19%[7.66 µM],-14%
NC(N)=NC1=NC(=O)/C(=C/c2ccccc2-n2cccn2)S1,-3%,34%[activator],-14%,?,2%,9,-20%,8%,-2%,2%,-2%
CCCS(=O)(=O)Nc1ccc(-c2cn3c(n2)SCC3)cc1,3%,4%,2%,-5%,0%,41,11%,?,4%,26%,-1%
CCCCCCN(C(=O)CCCCCN1C(=O)NC(c2ccc(-c3ccccc3)cc2)C(C(=O)OCc2ccccc2)=C1C)C(C)C(=O)NCCCC (stereo not given),1%,nt,nt,0%,nt,3,-4%,?,-9%,nt,-2%
COC(=O)c1ccccc1NC(=O)Cn1c(=O)n(Cc2ccccc2)c(=O)c2c(C)c(C)sc21,2%,-4%,-4%[46.1 µM],-2%,-3%,13,-4%,19%,14%,-7%,0%
COc1cccc(N(C(=O)CNC(=O)c2ccco2)C(C(=O)NC2CCCC2)c2ccco2)c1 (stereo not given),-2%,7%,-2%,0%,0%,18,5%,?,3%,-1%,-21%
COc1ccc(S(=O)(=O)NCCc2cn3cccc(C)c3n2)cc1OC,-2%,5%,5%,1%,0%,5,-3%,21%,0%,-5%,-7%
Cc1ccc(C)c(NC(=O)COC(=O)CNC(=O)c2ccccc2Cl)c1,-6%,6%,-10%,?,-3%,-10,8%,11%,1%,16%,1%
COCCOC(=O)C1=C(N)Oc2c(oc(CO)cc2=O)C1c1c(F)cccc1Cl (stereo not given),23%,-4%,-2%,-11%,-3%,7,-3%,-5%,2%,17%,0%
CCNc1nc(NC(C)CC)nc(ON=C(C)C)n1 (stereo not given),-3%,1%,-2%,3%,1%,5,3%,9%,-8%,-19%,3%
CCOC(=O)C1=C(C)N(C)C(=S)NC1c1ccc(Cl)cc1Cl (stereo not given),6%,-10%,1%[46.1 µM],3%,-2%,-2,-4%,-4%,3%,22%,-1%
Cc1ccc2c(c1)c1c(n2CC(O)CN2CCC(C)CC2)CCCC1 (stereo not given),12%,4%,-1%,2%,-4%,-8,4%,11%,3%,-54%[inhibitor],0%
O=C(O)C1CCC(CNCc2ccncc2)CC1 (stereo not given),1%,5%,4%,-3%,-5%,3,5%,?,16%,0%,5%
CCOc1ccc2ccccc2c1C(=O)N1CCN(c2ccccc2)CC1,2%,-2%,5%,5%,-5%,-7,-12%,-28%,22%,-6%,-5%
CC(=O)c1cccc(N2Cc3ccccc3C2=NC(=O)CCl)c1,2%,8%,4%,-13%,-2%,18,-10%,16%,-4%,-28%,-4%
CN(C(=O)COC(=O)c1ccc[nH]c1=O)C1CCCCC1,1%,-2%,6%,-1%,0%,20,15%,16%,-5%,3%,1%
CCCCCCN(C(=O)CCCCCN1C(=O)NC(c2ccc(-c3ccccc3)cc2)C(C(=O)OCc2ccccc2)=C1C)C(C(=O)NCCCC)c1ccccn1 (stereo not given),23%,nt,nt,?,nt,0,-10%,?,-8%,nt,0%
CCN(Cc1ccccc1)C(=O)CCS(=O)(=O)c1cc2c(cc1Cl)NC(=O)CO2,7%,11%,2%,6%,1%,4,10%,-1%,-1%,-12%,-8%
COc1ccc2c(c1)O[C@H](c1ccc3c(c1)OCO3)[C@@H](OC(=O)N[C@H]1CCCc3ccccc31)C2=O,-8%,-2%,1%,1%,-4%,2,4%,3%,7%,-4%,7%
COc1ccc(CCNC(=O)C2CC(c3c(Cl)cccc3Cl)=NO2)cc1 (stereo not given),0%,4%,-3%,-2%,2%,-6,15%,0%,3%,-9%,1%

# Among those listed so far, two contain a furan ring, fused or not.
SMILES,A-T KAP1 phos,S-ASM inh,TCR activator,BCR signal inh,PTAP TSG101 blk,TSHR antagonist,Eya2 phos inh,ELG1 DNA repair,Mito fusion yeast,Integrin act MD,Tb PFK inh
Cc1ccc(-n2ncc3c(=O)n(CC(=O)N4CCN(C(=O)c5ccco5)CC4)cnc32)cc1,-4%,-1%,1%,?,-6%,-2,-1%,-4%,1%,-29%,1%
COc1cccc(N(C(=O)CNC(=O)c2ccco2)C(C(=O)NC2CCCC2)c2ccco2)c1 (stereo not given),-2%,7%,-2%,0%,0%,18,5%,?,3%,-1%,-21%

# New compounds follow
SMILES,A-T KAP1 phos,S-ASM inh,TCR activator,BCR signal inh,PTAP TSG101 blk,TSHR antagonist,Eya2 phos inh,ELG1 DNA repair,Mito fusion yeast,Integrin act MD,Tb PFK inh
COCCNC(=S)N1CCN(Cc2ccc3c(c2)OCO3)CC1,8%,1%,nt,0%,1%,2,-6%,-8%,5%,-2%,3%
Cc1noc(C)c1CSCC(=O)Nc1cc(S(=O)(=O)N2CCCCC2)ccc1OC(C)C,14%,-3%,-1%,-9%,-2%,-1,2%,?,0%,1%,0%
CC(C)NC(=O)CN(Cc1ccc2c(c1)OCO2)C(=O)CCC(=O)Nc1ccccn1,0%,0%,4%,-6%,-3%,-7,11%,-5%,-6%,8%,2%
N#CC(c1ccccc1)N(CCCCl)C(=O)c1ccccc1 (stereo not given),4%,1%,-7%[46.1 µM],5%,-9%,30,-15%,4%,2%,-42%,2%
Cc1ccc(NC(=O)CSc2nc3[nH]ncc3c(=O)[nH]2)c(C)c1,0%,4%,-2%,-5%,-1%,-2,-2%,8%,1%,9%,2%
COC(=O)C(CC(=O)c1ccc(Br)cc1)n1cccn1 (stereo not given),-5%,-5%,nt,-3%,-2%,1,-8%,-4%,0%,17%,-18%

# Rewritten with values under each structure: entries from further up.
# Results follow in this order: A-T KAP1 phos	S-ASM inh	TCR activator	BCR signal inh	PTAP TSG101 blk	TSHR antagonist	Eya2 phos inh	ELG1 DNA repair	Mito fusion yeast	Integrin act MD	Tb PFK inh
- COCCNC(=S)N1CCN(Cc2ccc3c(c2)OCO3)CC1
    8%	1%	nt	0%	1%	2	-6%	-8%	5%	-2%	3%
- Cc1noc(C)c1CSCC(=O)Nc1cc(S(=O)(=O)N2CCCCC2)ccc1OC(C)C
    14%	-3%	-1%	-9%	-2%	-1	2%	?	0%	1%	0%
